ADAM10 inh – inhibitors of human ADAM10 | O14672 | recombinant ADAM10, EDANS/DABCYL FRET peptide cleavage, 3 h | inhibition, % at 7 µM | hit rate 0.62% among 370,000 | AID 720582;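 active = inhibition above a per-campaign cutoff equal to the mean of compounds falling between control-based bounds plus 3 SD, cut at about 20% in these data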;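 note: 0% = DMSO wells while the 100% control is not disclosed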
Target sequence (O14672 214-748 limits assumed): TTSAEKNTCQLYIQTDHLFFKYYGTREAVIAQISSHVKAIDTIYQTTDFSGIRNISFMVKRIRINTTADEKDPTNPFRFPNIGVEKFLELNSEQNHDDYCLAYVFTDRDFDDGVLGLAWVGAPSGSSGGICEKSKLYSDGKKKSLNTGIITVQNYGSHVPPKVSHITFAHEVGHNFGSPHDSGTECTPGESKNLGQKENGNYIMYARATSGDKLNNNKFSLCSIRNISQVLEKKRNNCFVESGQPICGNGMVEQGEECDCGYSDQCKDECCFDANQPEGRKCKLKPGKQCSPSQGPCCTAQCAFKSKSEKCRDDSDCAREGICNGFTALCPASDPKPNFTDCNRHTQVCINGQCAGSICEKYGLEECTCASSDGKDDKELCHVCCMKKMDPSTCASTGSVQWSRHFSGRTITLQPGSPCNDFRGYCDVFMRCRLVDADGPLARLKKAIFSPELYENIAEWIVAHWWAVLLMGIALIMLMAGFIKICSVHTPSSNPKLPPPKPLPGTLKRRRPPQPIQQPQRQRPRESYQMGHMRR
PLCg1 inh – PLC-gamma1 (human) inhibition, primary screen; P19174; purified PLC-gamma1, fluorogenic substrate, fluorescence; inhibition, % at 12.2 µM; hit rate 0.84% among 370,000; AID 720700; in the data active = inhibition above about 9.5%
hgDAF-12 ag – hgDAF-12 agonism, primary luciferase screen; HEK293 GAL4-hgDAF12 UAS-luciferase reporter, agonist luminescence; normalized to butyrate control; activation, % at 6.8 µM; hit rate 1.8% among 370,000; AID 687014;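 active = activation above a cutoff set at the mean of all screened compounds plus 3 SD, cut at about 10% in these data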;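 note: 0% = DMSO wells and 100% = sodium butyrate wells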
DAX1 inh-1 – inhibitors of DAX1 repression of SF-1 activated StAR promoter | HEK293T StAR-luciferase reporter, SF-1/DAX-1 repression relief | inhibition, % at 6.8 µM | hit rate 1.1% among 370,000 | AID 652010;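 active = inhibition above the mean over all tested compounds plus 3 SD, cut at about 3.6% in these data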;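 note: 0% = DAX-1 cells with DMSO and 100% = cells lacking DAX-1 with DMSO; higher inhibition means more luminescence from relief of DAX-1 repression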
sPLA2-III inh – Blocks human group III sPLA2 activity; QFRET BODIPY PC-A2 liposome hydrolysis, fluorescence; Q9NZ20; inhibition, % at 12.2 µM; hit rate 0.56% among 370,000;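 active = inhibition above mean plus 3 SD of compounds lying within the high and low control bounds, cut at about 19% in these data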;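 note: 0% = median of test compound wells and 100% = no enzyme DMSO wells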
ADAM17 inh – inhibitors of human ADAM17. P78536. recombinant ADAM17, EDANS/DABCYL FRET peptide cleavage. inhibition, % at 6.95 µM. hit rate 0.83% among 370,000. AID 720648;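 active = inhibition above the mean of compounds lying between control limits plus 3 SD, set per campaign, cut at about 8.5% in these data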;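 note: 0% = DMSO-only wells as the low control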
hcDAF-12 act – H. contortus DAF-12 activation, primary screen. HEK293 hcDAF-12 lit1-tk-luc reporter, luminescence; 0% DMSO, 100% Δ7-dafachronic acid. activation, % at 6.8 µM. hit rate 1.4% among 370,000. AID 652067;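 active = activation above the mean of all tested compounds plus 3 SD, cut at about 5.5% in these data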;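 note: 100% = response to 3 µM Δ7-dafachronic acid high control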
DAX1 inh-2 – inhibitors of human orphan nuclear receptor DAX1 (NR0B1) | P51843 | HEK293 Gal4-DAX1 luciferase reporter, luminescence | inhibition, % at 6.75 µM | hit rate 0.99% among 340,000 | AID 504766;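 active = inhibition above the mean over all tested compounds plus 3 SD, cut at about 4.2% in these data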;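 note: 0% = DAX1-transfected cells with DMSO and 100% = empty-vector control cells with DMSO; inhibition shows as a rise in luminescence from relieved DAX1 repression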
Target sequence (P51843 207-470 limits assumed): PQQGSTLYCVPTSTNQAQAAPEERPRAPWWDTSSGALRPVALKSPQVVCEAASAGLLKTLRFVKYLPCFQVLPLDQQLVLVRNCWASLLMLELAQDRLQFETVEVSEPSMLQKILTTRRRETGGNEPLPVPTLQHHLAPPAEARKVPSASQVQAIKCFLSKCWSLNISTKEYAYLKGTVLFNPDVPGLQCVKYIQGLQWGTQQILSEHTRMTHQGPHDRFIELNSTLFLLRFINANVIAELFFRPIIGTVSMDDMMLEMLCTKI
PLCb3 inh – inhibitors of human phospholipase C beta3; Q01970; Purified PLC-beta3, fluorogenic substrate, fluorescence; inhibition, % at 12.2 µM; hit rate 0.18% among 370,000; AID 720704; in the data active = inhibition above about 11%;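 note: 0% = median of compound wells on plate and 100% = full blocker control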
ssDAF-12 act – activators of S. stercoralis DAF-12 nuclear receptor; HEK293 ssDAF-12/GRIP1 lit1-tk-luc reporter, luminescence; % of 3 µM dafachronic acid response; activation, % at 6.8 µM; hit rate 1% among 370,000; AID 652126;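 active = activation above the mean over all tested compounds plus 3 SD, cut at about 0.9% in these data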;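 note: 0% = DMSO-only wells and 100% = 3 µM delta7-dafachronic acid wells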
GAA850 FXN act – increases GAA850 frataxin promoter reporter activity; AID 540364; activation, % at 6 µM; HEK293 lucGAA850 FXN promoter luciferase reporter, 24 h; percent of 10 µM SAHA response; hit rate 0.56% among 360,000;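 active = activation above the average of all compounds screened plus 3 SD, cutoff fixed separately per campaign, cut at about 7.5% in these data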;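 note: 0% = DMSO wells and 100% = 10 µM SAHA wells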
Active calls of the source: *; i = inactive; · = no result given.

SMILES | ADAM10 inh | PLCg1 inh | hgDAF-12 ag | DAX1 inh-1 | sPLA2-III inh | ADAM17 inh | hcDAF-12 act | DAX1 inh-2 | PLCb3 inh | ssDAF-12 act | GAA850 FXN act
CCCNC(=O)N1CCN(c2nc(C(C)C)c3c(c2C#N)CC(C)(C)OC3)CC1 | -28 | -8 | -0.9 | -0.4 | 16 | -2 | -0.2 | -0.5 | -12 | -1.4 | -2.2
CC(C)c1ccc(N(CC(=O)NCCSC(C)(C)C)S(C)(=O)=O)cc1 | -6 | 0 | 1.1 | 0.4 | 2 | 0 | 0.8 | -0.5 | -1 | -0.8 | 4.1
O=C(Nc1cc2c(cc1Br)OCCO2)c1ccco1 | -6 | 3 | 7.2 | 0.9 | 6 | -1 | 0.6 | 2.3 | 3 | -0.7 | -0.6
O=C(COC(=O)C1CC(=O)N(Cc2ccco2)C1)Nc1ccccc1[N+](=O)[O-] (stereo not given) | -10 | -1 | 0.7 | 0.1 | 9 | 1 | 1.5 | 1.2 | -4 | -0.5 | -1.1
COc1ccccc1N(Cc1cc2cccc(C)c2[nH]c1=O)C(=O)C(C)C | -13 | -1 | -2.2 | 0.4 | 8 | -7 | -1.3 | -0.8 | 3 | -1.1 | 1.8
CCOC(=O)N1CCN(C2CC(=O)N(c3ccc(Cl)c(Cl)c3)C2=O)CC1 (stereo not given) | 0 | 1 | -1.0 | 0.0 | -11 | -3 | -1.8 | 1.3 | -1 | -0.8 | -0.3
CCOc1ccc(S(=O)(=O)N2CCCC(C(=O)N3CCCC3)C2)cc1 (stereo not given) | 1 | -1 | 0.3 | 0.9 | 2 | -4 | -1.1 | 0.8 | -5 | -0.9 | -0.9
CCOC(=O)c1nnc2ccnn2c1N | -1 | 3 | 0.0 | -0.7 | -4 | -2 | -3.0 | 1.1 | 2 | -1.0 | 1.8
CCOC(=O)C1=CCN(S(=O)(=O)c2ccc(Cl)cc2)C1c1cccc(Br)c1 (stereo not given) | 0 | -1 | -2.4 | -0.8 | -6 | 5 | -1.9 | · | -4 | -1.2 | ·
COc1cccc(-c2nc(CS(=O)CC(=O)O)c(C)o2)c1 (stereo not given) | -13 | -1 | 0.5 | 0.8 | -2 | -4 | -1.4 | 1.1 | 1 | -0.9 | 2.1

3 compounds already listed, arranged by length of the SMILES, ascending:
SMILES | ADAM10 inh | PLCg1 inh | hgDAF-12 ag | DAX1 inh-1 | sPLA2-III inh | ADAM17 inh | hcDAF-12 act | DAX1 inh-2 | PLCb3 inh | ssDAF-12 act | GAA850 FXN act
COc1cccc(-c2nc(CS(=O)CC(=O)O)c(C)o2)c1 (stereo not given) | -13 | -1 | 0.5 | 0.8 | -2 | -4 | -1.4 | 1.1 | 1 | -0.9 | 2.1
COc1ccccc1N(Cc1cc2cccc(C)c2[nH]c1=O)C(=O)C(C)C | -13 | -1 | -2.2 | 0.4 | 8 | -7 | -1.3 | -0.8 | 3 | -1.1 | 1.8
CCCNC(=O)N1CCN(c2nc(C(C)C)c3c(c2C#N)CC(C)(C)OC3)CC1 | -28 | -8 | -0.9 | -0.4 | 16 | -2 | -0.2 | -0.5 | -12 | -1.4 | -2.2

(cont.)
SMILES | ADAM10 inh | PLCg1 inh | hgDAF-12 ag | DAX1 inh-1 | sPLA2-III inh | ADAM17 inh | hcDAF-12 act | DAX1 inh-2 | PLCb3 inh | ssDAF-12 act | GAA850 FXN act
CCCCC(CC)C(=O)O (stereo not given) | -8 | 2 | 2.1 | -0.5 | 4 | -2 | 0.3 | 0.9 | 0 | -0.3 | -0.3
Nc1cc(=O)[nH]c(SCC(=O)Nc2cc(Cl)ccc2Cl)n1 | -5 | 8 | -1.5 | 0.2 | 12 | -7 | 0.0 | 3.0 | -10 | -0.9 | 1.6
COc1cc(OC)cc(C(=O)N[C@H](C(=O)OCC(=O)NC(C)c2ccccc2)C(C)C)c1 (stereo not given in full) | 5 | 0 | 0.4 | 0.0 | -4 | 4 | -1.3 | -1.2 | 1 | -0.4 | 2.0
CCOC(=O)COc1c(Cl)cc(C2NC(=S)NC(c3ccccc3)=C2C(C)=O)cc1OCC (stereo not given) | -1 | 0 | 1.6 | -0.1 | 9 | 1 | 0.7 | -1.2 | 1 | -0.1 | 0.3
COc1cc(CC(=O)OCC(=O)Nc2cc(S(=O)(=O)N3CCCC3)ccc2Cl)cc(OC)c1OC | -3 | -2 | 2.5 | 0.0 | -9 | -1 | -1.0 | -0.8 | 0 | -2.0 | 2.9
NC(N)=NS(=O)(=O)c1ccc(NC(=S)NC(=O)/C=C/c2ccc(F)cc2)cc1 | -4 | 7 | 0.3 | -0.1 | 22* | -3 | 3.9 | -0.9 | -7 | -0.1 | 0.6
C/C(=N\NC(=O)c1ccc(C)cc1)C1C(=O)c2ccccc2C1=O | 3 | -2 | -0.7 | 1.2 | 6 | -2 | 0.7 | 2.2 | -4 | -0.7 | 2.7
N#CCCn1cc(/C=C2\NC(=S)N(c3ccccc3)C2=O)c(-c2ccc(-c3ccccc3)cc2)n1 | -2 | 4 | -1.5 | -0.9 | -4 | -3 | -2.2 | -0.4 | -3 | -1.2 | 2.4
O=C(NCCc1ccccc1)c1ccc(NCC2CCCO2)c([N+](=O)[O-])c1 (stereo not given) | 4 | 2 | 4.9 | 2.1 | -6 | 1 | 0.6 | 0.7 | 1 | -1.8 | 2.2
O=C(O)C1CC=CCC1C(=O)Nc1cccc(Cl)c1 (stereo not given) | 9 | -3 | 0.4 | 0.0 | 12 | -1 | -0.6 | 0.7 | -3 | -0.7 | 1.5
Cc1ccc(NC(=O)CN(C)C(=O)CSc2nnc(NC(C)C)s2)cc1 | -14 | -2 | -0.8 | 0.4 | 17 | -3 | -0.8 | -1.2 | -12 | -0.8 | 3.6
O=C(O)C(Cc1ccc(O)cc1)N1C(=O)c2c(Cl)c(Cl)c(Cl)c(Cl)c2C1=O (stereo not given) | 0 | -1 | -0.7 | 0.5 | 2 | -3 | 0.4 | -0.7 | -14 | -1.5 | -1.1
CCOC(=O)c1sc(NC(=O)OC)c(C(=O)OC)c1C | -2 | 5 | -1.8 | 0.0 | 4 | -8 | -1.7 | -1.0 | -8 | -0.9 | -1.1
N#Cc1c(NC(=O)CSc2ncn[nH]2)sc2c1CCCCC2 | 7 | -3 | -14 | -2.7 | -32 | 0 | -7.0 | -3.8 | 3 | -3.6 | -14
CCOC(=O)N1CCN(c2ccccc2O)CC1 | -4 | -1 | -0.3 | -1.3 | 2 | -5 | -1.4 | -0.2 | 0 | -0.8 | 0.6
COc1ccc(OC)c(-c2cc(C(=O)N3CCOCC3)no2)c1 | 4 | -6 | 0.5 | 0.3 | 0 | 0 | -2.8 | -1.1 | -12 | -0.9 | 2.5
COc1ccc(NC(C)=O)cc1NC(=O)CSc1nnc(C2CCCCC2)n1N | -1 | -1 | 0.0 | -0.4 | 2 | -2 | -0.7 | 0.4 | -6 | -1.6 | -1.3
CN1CCN(c2ccc(NC(=O)c3ccc(Cl)cc3)cn2)CC1 | 6 | 3 | -0.1 | -0.1 | -7 | 0 | -0.8 | -0.4 | -4 | -1.0 | -0.2
O=C1C=C(c2ccc3ncccc3c2)C[C@@H](c2ccc3c(c2)OCO3)C1 | -4 | 8 | -1.5 | -1.6 | 4 | -1 | -2.1 | -3.2 | -6 | -1.4 | -1.9
O=C(/C=C/c1c(Cl)cccc1Cl)NCc1ccccc1 | -8 | 3 | -0.5 | -0.6 | 20* | 1 | -1.7 | 2.6 | -4 | -1.2 | -0.8

Limited to hcDAF-12 act, GAA850 FXN act and DAX1 inh-2, for six of the compounds above:
SMILES | hcDAF-12 act | GAA850 FXN act | DAX1 inh-2
Cc1ccc(NC(=O)CN(C)C(=O)CSc2nnc(NC(C)C)s2)cc1 | -0.8 | 3.6 | -1.2
O=C(O)C(Cc1ccc(O)cc1)N1C(=O)c2c(Cl)c(Cl)c(Cl)c(Cl)c2C1=O (stereo not given) | 0.4 | -1.1 | -0.7
CCOC(=O)c1sc(NC(=O)OC)c(C(=O)OC)c1C | -1.7 | -1.1 | -1.0
N#Cc1c(NC(=O)CSc2ncn[nH]2)sc2c1CCCCC2 | -7.0 | -14 | -3.8
CCOC(=O)N1CCN(c2ccccc2O)CC1 | -1.4 | 0.6 | -0.2
COc1ccc(OC)c(-c2cc(C(=O)N3CCOCC3)no2)c1 | -2.8 | 2.5 | -1.1

(listing goes on)
SMILES | ADAM10 inh | PLCg1 inh | hgDAF-12 ag | DAX1 inh-1 | sPLA2-III inh | ADAM17 inh | hcDAF-12 act | DAX1 inh-2 | PLCb3 inh | ssDAF-12 act | GAA850 FXN act
COc1ccc(-n2c(NC(=O)c3ccco3)c(C#N)c3nc4ccccc4nc32)cc1 | i | -356 | -0.7 | -0.1 | -16 | -175 | 0.0 | -0.8 | -464 | -1.0 | 2.7
COc1cc(C)ccc1OCCON1C(=O)CCC1=O | -6 | -1 | -0.9 | 0.4 | 5 | -8 | -0.7 | 0.9 | -5 | -1.8 | 0.6
Cc1sc2ncnc(N3CCC(C(=O)Nc4cc(S(C)(=O)=O)ccc4Cl)CC3)c2c1C | -6 | -4 | -1.1 | -2.2 | 0 | 0 | -1.5 | -0.4 | -9 | -0.8 | -1.1
COc1ccc(Cl)cc1C(=O)OCC(=O)N1CCCC(C)C1 (stereo not given) | -8 | 2 | 2.6 | -1.3 | -1 | -2 | 0.8 | 0.6 | 4 | -1.3 | -1.0
COCCCNC(=O)Cn1nnc(-c2ccccc2NC(=O)c2ccc(F)cc2)n1 | 0 | -1 | -2.2 | -0.1 | -1 | -2 | -1.1 | 0.0 | 0 | -0.7 | -1.1
Cc1cccc(-n2ncc3c(NCc4ccco4)ncnc32)c1 | 3 | 3 | 9.7 | 0.2 | -11 | -1 | 2.0 | -0.1 | 0 | -0.6 | 2.5
O=C(N/N=C/c1ccccc1OCC(=O)N1CCCC1)C(=O)Nc1ccccc1F | -15 | -2 | 2.3 | 0.3 | 13 | 0 | -1.2 | -0.1 | -22 | -1.3 | 2.5
Fc1ccc(NC(=S)NCCN2CCOCC2)cc1 | -1 | 2 | -0.7 | 0.4 | 2 | -2 | -0.9 | 0.5 | 0 | -1.6 | 2.3
Cc1cc(-c2nc(C)c(C(=O)NNS(=O)(=O)c3cccc(C(F)(F)F)c3)s2)no1 | -1 | 11* | -3.9 | -0.2 | -4 | 0 | -2.6 | · | 2 | -1.7 | -0.3
COc1ccc(CC2(CO)CCN(C/C=C/c3ccccc3OC)CC2)cc1 | -2 | -5 | -1.6 | -0.1 | -24 | -2 | 0.4 | 1.2 | -7 | -1.2 | 0.8
COc1ccc(-c2[nH]ncc2CN(C)C(C)c2ccncn2)c(F)c1 (stereo not given) | 2 | -2 | 3.5 | 0.5 | -5 | 0 | 1.5 | -0.7 | -6 | -2.0 | 1.0
COc1cccc(-n2c(C)nc3cc(C(=O)O)ccc32)c1 | -1 | 1 | 4.5 | 0.6 | -1 | -2 | -0.1 | 1.4 | 1 | -0.4 | -1.0
COc1cc(O)c(C(=O)/C=C/c2ccccc2)c(OC)c1 | -21 | 1 | -1.1 | -1.4 | -5 | 0 | -2.2 | -2.3 | 2 | -2.0 | -0.3
